# Screens deposited in PubChem BioAssay by National Center for Advancing Translational Sciences (NCATS).
# HP1b chromo inh – HP1-beta chromodomain-methylated histone interaction inhibition | AID 540317 | Potency, µM (series often up to 114 µM), for the others: top-dose activity change, negative = inhibition, usual class: inhibitors | AlphaScreen HP1-beta / biotin-H3K9me3 peptide binding | P83916 | 390,000 tested, 0.56% active; further: potency means the concentration at half of the fitted maximal effect; nearly all actives have a fitted effect of over 70% in size; inactives centre near 23
#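 AlphaScreen: HP1-beta (50 nM) preformed 30 min with biotin-H3(1-18)K9me3 peptide (50 nM) in PBS pH 7.4, 0.01% Tween-20. Compound added for 30 min at RT, then streptavidin donor/nickel chelate acceptor beads (10 ug/mL) for 30 min.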
# BAZ2B inh – BAZ2B (human) inhibition; 360,000 tested, 4.4% active; Q9UIF8; AlphaScreen BAZ2B-H3K14Ac peptide displacement; AID 504333; Potency, µM (top dose mostly 114 µM), inactives show at the highest dose activity change, negative = inhibition, most hits filed as inhibitors; further: potency means the concentration at half of the fitted maximal effect; on the % scale 0 is the no-effect control and ±100 the full control effect; nearly all actives have a fitted effect of over 60% in size
#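 Protein-peptide AlphaScreen: BAZ2B 50 nM, b-H3K14Ac 50 nM, 1x PBS pH 7.4 + 0.01% Tween-20. Preincubation 30 min RT; cpd 30 min RT (top 110 uM); beads 20 min RT, light-protected.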
# PI4K2A inh – blocks human PI4K2A kinase activity; purified PI4K2A, ADP-Glo luminescence, 1 h; stronger effect = lower value; activity change, negative = inhibition, % at 76.9 µM; 420,000 tested, 0.13% active; AID 1346378; in the data active means activity change below about -50%; inconclusive means mostly about -30% to -49%;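 further: -100% = wells without enzyme as full effect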
#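 ADP-Glo luminescence measured ADP generated by PI4K2A enzyme (4 ug/mL before mixing) with 1.2 mM PI substrate (pre-mix) and 300 microM ATP (pre-mix). Tris pH7.5 buffer with MgCl2, Triton X-100; 1 h reaction at ambient temperature.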
# G9a inh – G9a (human) methyltransferase inhibition; G9a H3K9 monomethylation, AlphaScreen, 2 h; Potency, µM (top dose mostly 102 µM), for the others: top-dose activity, negative = inhibition, hits mostly inhibitors; 350,000 tested, 8.8% active; further: potency means the concentration at half of the fitted maximal effect; on the % scale 0 is the no-effect control and ±100 the full control effect; nearly all actives have a fitted effect of over 75% in size
#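 Using a bead-based AlphaScreen, monomethylated H3K9 product from 2 h room-temperature reactions (G9a 20 nM, peptide 500 nM, SAM 20 uM) was detected with 0.5 ug/mL rabbit anti-H3K9me1 antibody.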
# Pin1 inh – human Pin1 inhibition; Q13526; Pin1 FP peptide displacement, HiFluor488, 10 min; Potency, µM (titrated, usually from 115 µM), inactives show top-dose activity, negative = inhibition, actives largely listed as inhibitors; 390,000 tested, 0.009% active; active means well fitted inhibition curve with a large enough effect in the polarisation, with a control signal flat, not every such curve was filed as active; inconclusive means small, poorly fitted or top-dose-only effect, or effect the other way, or a change in a side signal; inactive means no such curve, though single readings can be large or run the other way; the % refers to the polarisation; further: potency means the concentration at half of the fitted maximal effect; on the % scale 0 is the no-effect control and ±100 the full control effect
# Target sequence (Q13526 whole entry, looked up): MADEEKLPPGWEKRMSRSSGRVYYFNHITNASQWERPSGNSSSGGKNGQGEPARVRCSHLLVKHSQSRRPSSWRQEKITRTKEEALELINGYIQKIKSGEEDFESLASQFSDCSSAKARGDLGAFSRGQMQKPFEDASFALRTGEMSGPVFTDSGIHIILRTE
# PGK inhibitor – inhibitors of T. brucei phosphoglycerate kinase. P07378. PGK/GAPDH coupled, Kinase-Glo luminescence, 60 min. Potency, µM (highest dose often 57.5 µM), without a hit: at the highest dose activity change, negative = inhibition, actives largely listed as inhibitors. 380,000 tested, 0.043% active; further: potency means the concentration at half of the fitted maximal effect; on the % scale 0 is the no-effect control and ±100 the full control effect; nearly all actives have a fitted effect of over 60% in size
#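 Recombinant glycosomal PGK reaction used 1,3-bisphosphoglycerate generated in-well by GAPDH (100nM final) in 100mM TEA pH 7.6, 5mM MgCl2, 0.01% Tween-20. After 60 minutes at room temperature, ATP was read by Kinase-Glo Plus luminescence end-point.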
# POLH inh – DNA polymerase eta (human) inhibition. 390,000 tested, 1.2% active. recombinant Pol eta, fluorescent DNA replication assay. Potency, µM (series often up to 114 µM), for the others: at the highest dose activity change, negative = inhibition, hits mostly inhibitors; further: potency means the concentration at half of the fitted maximal effect; on the % scale 0 is the no-effect control and ±100 the full control effect
#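 Fluorescent replication assay: 50 nM final substrate added after a 15 min room-temperature compound preincubation with 10 nM enzyme. Signal taken at 0 min and again at 10 min.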
# GLS inh – inhibitors of human glutaminase (GLS) | GLS enzymatic activity, qHTS titration | Potency, µM (titrated, usually from 45.5 µM), for the others: at the highest dose activity change, negative = inhibition, most hits filed as inhibitors | O94925 | 410,000 tested, 0.21% active; further: potency means the concentration at half of the fitted maximal effect; on the % scale 0 is the no-effect control and ±100 the full control effect
# Target sequence (O94925 whole entry, looked up): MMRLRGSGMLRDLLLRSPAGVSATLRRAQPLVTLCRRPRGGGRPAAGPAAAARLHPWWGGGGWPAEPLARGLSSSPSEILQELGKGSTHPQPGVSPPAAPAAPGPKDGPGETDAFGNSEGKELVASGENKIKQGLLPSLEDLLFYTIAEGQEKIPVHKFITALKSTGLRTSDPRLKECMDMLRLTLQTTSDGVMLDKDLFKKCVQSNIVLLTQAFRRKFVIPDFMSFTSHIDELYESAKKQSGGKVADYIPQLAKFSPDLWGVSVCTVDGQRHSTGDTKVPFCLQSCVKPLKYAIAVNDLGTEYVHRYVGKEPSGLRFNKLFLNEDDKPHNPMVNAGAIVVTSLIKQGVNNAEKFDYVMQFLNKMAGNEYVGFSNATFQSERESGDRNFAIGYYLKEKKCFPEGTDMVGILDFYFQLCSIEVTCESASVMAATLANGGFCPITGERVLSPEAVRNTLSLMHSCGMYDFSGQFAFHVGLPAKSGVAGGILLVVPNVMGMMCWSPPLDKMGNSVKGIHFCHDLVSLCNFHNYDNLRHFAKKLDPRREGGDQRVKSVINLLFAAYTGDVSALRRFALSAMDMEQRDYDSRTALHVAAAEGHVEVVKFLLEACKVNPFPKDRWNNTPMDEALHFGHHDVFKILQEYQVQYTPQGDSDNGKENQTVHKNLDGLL
#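 Assay buffer: 45 mM KH2PO4 pH 8.2, 0.02% Tween-20. hKGA acts on L-glutamine (1 mM solution added); product glutamate is reported by an oxidase/peroxidase Amplex Red coupling, with fluorescence taken at baseline and 30 min.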
# JMJD2A Tudor inh – JMJD2A Tudor domain (human) inhibition. AlphaScreen JMJD2A-Tudor / H3K4me3 peptide binding. Potency, µM (doses to about 114 µM), for inactives: at the top dose activity change, negative = inhibition, usual class: inhibitors. 390,000 tested, 4.4% active. AID 504339; further: potency means the concentration at half of the fitted maximal effect; on the % scale 0 is the no-effect control and ±100 the full control effect; nearly all actives have a fitted effect of over 50% in size
# * hit, by the source's call; i = inactive; ? = inconclusive; · = no result given; [ ] = remark or other dose. Unless noted, the call rests on the fitted dose curve; in most records, active means well fitted curve in the direction sought with a large enough effect; inconclusive means small, poorly fitted or top-dose-only effect, or another doubt; inactive means no such curve, though single readings can be large; an effect the other way counts as inactive or inconclusive. The list is partial. The share of hits here may be higher or lower than overall.
# Screens in order – Pin1 inh	BAZ2B inh	POLH inh	JMJD2A Tudor inh	PI4K2A inh	PGK inhibitor	GLS inh	HP1b chromo inh	G9a inh
> CC(=O)c1ccc(S(=O)(=O)N2CCC(NC(=O)c3ccccc3)CC2)cc1
  4.6%	10.1%	-9.7%	1.0%	-14.9	-6.6%	-8.4%	36.0%	-4.8%
> CCn1c(=O)c2c3c(sc2n2cnnc12)CCC3
  0.7%	4.8%	?	?	8.8	i	3.6%	10.9%	-4.3%
> COc1ccc(/C=C/C(=O)NCc2cn(C)nc2C)cc1COc1ccc(Br)cc1
  0.2%	-2.3%	-7.7%	-10.4%	-5.8	-1.4%	-7.5%	24.5%	?
> CCOC(=O)COc1c(Cl)cc(/C=C2\N=C(C)OC2=O)cc1OC
  2.5%	·	3.7%	-25.3%	1.1	i	?	-18.0%	·
> N=c1oc2ccc3ccccc3c2cc1-c1nnc2n1CCCCC2
  -17.4%	2.6%	-11.0%	-22.7%	4.9	i	-9.0%	33.8%	17.6%[59 µM]
> COC(=O)C1Cc2c([nH]c3ccccc23)C2(CCN(Cc3ccccc3)CC2)N1 (stereo not given)
  9.1%	?	0.9%	?	2.0	2.9%	11.0%	-14.8%	44.7µM*
> COc1ccc(OC)c(S(=O)(=O)Nc2ccc3oc(C)c(C(C)=O)c3c2)c1
  10.1%	-3.6%	-16.5%	4.8%	-1.3	-3.4%	-9.4%	37.5%	?
> COc1ccc(-n2c(C)cc(C3=NNC(=NC4CC4)SC3)c2C)cc1
  8.5%	-10.6%	7.0%	?	2.0	-2.3%	0.0%	?	41.7%
> CCn1c(=NC(=O)c2ccco2)sc2cccc(F)c21
  2.1%	-1.7%	-20.3%	-15.6%	2.3	-2.6%	0.9%	41.5%[activator]	0.5%[59 µM]
> COc1cccc(CC(=O)NC2CCCN(Cc3ccc(Cl)cc3)C2)c1 (stereo not given)
  2.4%	-19.7%	3.2%	-13.3%	3.9	3.0%	1.7%	12.2%	7.5%
> COc1ccc(Cn2c(CCC(=O)Nc3ccccc3)nc3cccnc32)cc1
  -2.1%	-1.2%	2.1%	-12.2%	-1.0	6.6%	20.7%	14.4%	-28.5%[59 µM]
> CCN(Cc1ccncc1)C(=O)c1cc(COc2ccc(OC)cc2Cl)on1
  -2.9%	-37.8%	-12.9%	-5.5%	-1.2	-8.4%	11.7%	5.8%	·
> O=C(CN1C(=O)/C(=C/c2ccc(F)cc2)SC1=S)NC1C=CS(=O)(=O)C1 (stereo not given)
  5.3%	-19.4%	-2.1%	6.2%	-0.4	0.6%	5.4%	27.9%	20.9%[59 µM]
> COc1ccc([N+](=O)[O-])cc1NC(=O)c1ccco1
  2.1%	-11.3%	-3.7%	-18.8%	-14.8	-2.0%	9.0%	1.2%	-18.1%
> Cc1ccc2oc3c(c(=O)c2c1)C(c1ccc(OCC(N)=O)cc1)N(Cc1ccc2c(c1)OCO2)C3=O (stereo not given)
  3.4%	1.8%	-17.4%	5.8%	-0.5	-3.9%	1.5%	10.5%	11.7%[59 µM]
> O=C(CSc1c2c(nc3cc(Cl)ccc13)CCCC2)NCc1ccco1
  10.7%	-6.0%	?	-5.5%[57.1 µM]	-26.2	-0.3%	-9.2%	10.3%	-44.6%[59 µM]
> CN(Cc1c(F)cccc1Cl)C(=O)c1cccc(S(=O)(=O)NCc2ccccc2)c1
  1.2%	5.3%	?	-15.2%	1.8	2.0%	7.3%	44.4%[activator]	8.1%[0.501 µM]
> Cc1ccccc1-c1nc(CN2CCC(C(=O)NCc3ccccc3Cl)CC2)c(C)o1
  -5.1%	?	-21.6%	-16.8%	-6.4	-5.1%	4.7%	18.9%	-24.8%[59 µM]
> CC(C)(C)NC(=O)C(c1ccncc1)N(Cc1ccc(F)cc1)C(=O)c1ccc(-c2ccccc2)[nH]1 (stereo not given)
  4.0%	?	-11.3%	?	1.4	-6.0%	5.0%	-5.8%	28.2µM*
> Cc1nc2nc[nH]n2c(=O)c1NC(=O)c1cccc(OCC(C)C)c1
  -7.1%	-3.1%	-2.6%	-16.8%	-1.7	i	1.8%	34.4%	?
> O=C(O)c1cccc(NC(=S)NC(=O)c2ccc(-c3ccccc3)cc2)c1
  1.4%	-36.4%	-13.0%	-3.5%	2.8	10.8%	-2.5%	15.7%	35.5µM*
> COCCNC(=O)CC(NS(=O)(=O)c1ccc(NC(C)=O)cc1)C(C)C (stereo not given)
  4.1%	-2.0%	-5.7%	3.8%	-8.9	i	-12.3%	28.2%	-3.3%[12.7 µM]
> CCCC(=O)Nc1ccc(Cl)c(NC(=O)c2cccnc2)c1
  3.2%	0.8%	-5.4%	-7.3%	-1.6	-8.4%	14.2%	11.1%	-19.6%[59 µM]
> CCCc1cc(=O)[nH]c2nnc(SCC(=O)Nc3ccc(NC(C)=O)cc3)n12
  -2.3%	0.1%	?	-10.3%	-1.2	-7.5%	0.3%	27.5%	-23.0%[59 µM]
> CC(=O)c1c(C)oc2ccc(O)c(CN3CCOCC3)c12
  0.0%	-18.5%	-5.5%	-0.7%	5.6	i	2.0%	34.4%	?
> CC(CCc1ccccc1)NC(=O)C1CCN(S(=O)(=O)c2cnc[nH]2)CC1 (stereo not given)
  -0.6%	4.0%	6.5%	-3.2%	6.0	-0.1%	5.1%	25.2%	-50.4%[59 µM]
> Cc1ccc(N(CC(=O)N2CC(=O)Nc3ccccc32)S(=O)(=O)c2ccc3c(c2)OCCO3)cc1
  6.4%	-2.5%	-9.1%	-24.6%	3.1	-4.9%	0.1%	2.0%	?

# Some of the entries so far, with values ahead of the structure.
Pin1 inh | BAZ2B inh | POLH inh | JMJD2A Tudor inh | PI4K2A inh | PGK inhibitor | GLS inh | HP1b chromo inh | G9a inh | molecule
4.1% | -2.0% | -5.7% | 3.8% | -8.9 | i | -12.3% | 28.2% | -3.3%[12.7 µM] | COCCNC(=O)CC(NS(=O)(=O)c1ccc(NC(C)=O)cc1)C(C)C (stereo not given)
-2.3% | 0.1% | ? | -10.3% | -1.2 | -7.5% | 0.3% | 27.5% | -23.0%[59 µM] | CCCc1cc(=O)[nH]c2nnc(SCC(=O)Nc3ccc(NC(C)=O)cc3)n12
-0.6% | 4.0% | 6.5% | -3.2% | 6.0 | -0.1% | 5.1% | 25.2% | -50.4%[59 µM] | CC(CCc1ccccc1)NC(=O)C1CCN(S(=O)(=O)c2cnc[nH]2)CC1 (stereo not given)
1.4% | -36.4% | -13.0% | -3.5% | 2.8 | 10.8% | -2.5% | 15.7% | 35.5µM* | O=C(O)c1cccc(NC(=S)NC(=O)c2ccc(-c3ccccc3)cc2)c1
3.2% | 0.8% | -5.4% | -7.3% | -1.6 | -8.4% | 14.2% | 11.1% | -19.6%[59 µM] | CCCC(=O)Nc1ccc(Cl)c(NC(=O)c2cccnc2)c1
6.4% | -2.5% | -9.1% | -24.6% | 3.1 | -4.9% | 0.1% | 2.0% | ? | Cc1ccc(N(CC(=O)N2CC(=O)Nc3ccccc32)S(=O)(=O)c2ccc3c(c2)OCCO3)cc1
0.0% | -18.5% | -5.5% | -0.7% | 5.6 | i | 2.0% | 34.4% | ? | CC(=O)c1c(C)oc2ccc(O)c(CN3CCOCC3)c12
